TRPV1 agonist – agonists of human vanilloid receptor 1 (TRPV1); activation, % at 8.33 µM; hit rate 0.19% among 320,000; TRPV1-expressing cells, Fluo-8 calcium influx, agonist mode; AID 540275; Q8NER1; in the data active = activation above about 80%; inconclusive = between about 30% and that limit; note: 0% is about no effect
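Cells expressing TRPV1 were dye-loaded with Fluo-8 and read kinetically: 10 s baseline, 3 min after compound (agonist portion), then 2 min after EC20 capsaicin (allosteric enhancer portion). Calcium-bound dye fluorescence at 480/520 nm.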
KCNH2 3.1 inh – blocks the human KCNH2 3.1 channel isoform. U2OS KCNH2 3.1, thallium flux FluxOr; stronger effect = lower value. AID 720553. activity change, % (tested at about 1.8 µM). hit rate 0.95% among 340,000;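 active = maximum activity change below -70%; inconclusive = maximum activity change from -70% to -50%; inactive = maximum activity change above -50%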;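 note: thallium influx rate constant from kinetic fluorescence after stimulation buffer; % is set by controls: 0 for no effect and ±100 for the full control effect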
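Channel expression came from 3.1 mutant virus (1.77 x 10^8 /mL) applied to suspended U2OS cells for 4 h. Flux was tracked with FluxOr dye plus Red40 quencher, and kinetic rate constants normalized to controls.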
KCNH2 WT inh – KCNH2 (human, wildtype) channel inhibition; Q12809; U2OS, BacMam KCNH2, thallium flux FluxOr; stronger effect = lower value; activity change, % at 1.84 µM; hit rate 0.37% among 340,000; AID 720551;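 active = maximum activity change below -70%; inconclusive = maximum activity change between -70% and -50%; inactive = maximum activity change above -50%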; note: % is set by controls: 0 for no effect and ±100 for the full control effect
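U2OS cells were transduced with wild-type KCNH2 virus (2.03 x 10^8 / mL) for 4 h at room temperature, then cultured overnight at 37 C. Thallium flux was read with FluxOr dye. Rate constants were normalized to DMSO controls.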
Integrin act MD – activates integrin-mediated alleviation for muscular dystrophy; alpha7betagal myoblasts, beta-gal FDG fluorescence, 48 h; Potency, µM (highest dose often 38.3 µM), for the others: at the top dose activation, usual class: activators; hit rate 0.064% among 350,000; AID 624291;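 note: potency is the fitted concentration of half-maximal effect; 100% = response of the positive control SU9516; nearly all actives have a fitted effect of over 60% in size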
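alpha7betagal+/- myoblasts (passage 13, 250/well) treated 48 h at 37C with compounds at 1:260 dilution of DMSO stock. Lysed, then beta-galactosidase activity read as FDG fluorescence (ex 480/em 540) after 30 min, with pre-read for autofluorescence.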
GALK inhibitor – blocks human galactokinase activity. Purified GALK, Kinase-Glo residual ATP luminescence. AID 1868. Potency, µM (highest dose often 57.5 µM), without a hit: at the top dose activity change, negative = inhibition, usual class: inhibitors. hit rate 0.007% among 270,000. P51570; note: potency is the fitted concentration of half-maximal effect; % is set by controls: 0 for no effect and ±100 for the full control effect
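GALK at 5 nM final was combined with compound, 35 uM ATP and 100 uM galactose in HEPES pH8.0 with MgCl2 and DTT. The reaction ran one hour at room temperature before luminescent ATP detection.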
CXXC DNA block – inhibitors of human MLL CXXC domain-DNA interaction; Potency, µM (highest dose often 115 µM), for the others: top-dose activity change, negative = inhibition, most hits filed as inhibitors; Q03164; hit rate 0.037% among 290,000; AID 2662; MLL-CXXC / FITC-HOXA9 DNA fluorescence polarization; active = well fitted inhibition curve with a large enough effect in the polarisation, with a control signal flat, not every such curve was filed as active; inconclusive = small, poorly fitted or top-dose-only effect, or effect the other way, or a change in a side signal; inactive = no such curve, though single readings can be large or run the other way; the % refers to the polarisation; note: potency is the fitted concentration of half-maximal effect
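Purified MLL-CXXC (added from a 7 uM solution) was preincubated 5 min at ambient with pinned compounds in 50 mM Tris-HCl pH 7.5, 50 mM NaCl, 1 mM DTT, 0.05% BSA. Fluorescein-labeled HOX-A9 DNA (50 nM solution) followed, 30 min, then polarization read.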
Coupling enz – counter-screen for Giardia aldolase inhibitors: coupling enzyme system. activity change, negative = inhibition, % at 58.2 µM, hits read low. AID 2472. hit rate 0.67% among 290,000. coupling enzyme system counterscreen, AmpLite Red fluorescence; in the data active = activity change below about -30%; note: % is set by controls: 0 for no effect and ±100 for the full control effect
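Final compound at 57.5 uM, incubated 10 min at RT with coupling enzyme reagent (glyceraldehyde-3-phosphate), then 20 min with substrate and AmpLite Red detection. Fluorescence read at 525/598 nm; tests interference with the coupling assay, not aldolase inhibition.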
S-ASM inh – blocks human secretory acid sphingomyelinase | P17405 | placental ASM, HMU-PC fluorogenic substrate, 60 min | Potency, µM (top dose mostly 57.5 µM), inactives show top-dose activity change, negative = inhibition, usual class: inhibitors | hit rate 0.006% among 340,000; note: potency is the fitted concentration of half-maximal effect
Target sequence (P17405 47-631 limits assumed): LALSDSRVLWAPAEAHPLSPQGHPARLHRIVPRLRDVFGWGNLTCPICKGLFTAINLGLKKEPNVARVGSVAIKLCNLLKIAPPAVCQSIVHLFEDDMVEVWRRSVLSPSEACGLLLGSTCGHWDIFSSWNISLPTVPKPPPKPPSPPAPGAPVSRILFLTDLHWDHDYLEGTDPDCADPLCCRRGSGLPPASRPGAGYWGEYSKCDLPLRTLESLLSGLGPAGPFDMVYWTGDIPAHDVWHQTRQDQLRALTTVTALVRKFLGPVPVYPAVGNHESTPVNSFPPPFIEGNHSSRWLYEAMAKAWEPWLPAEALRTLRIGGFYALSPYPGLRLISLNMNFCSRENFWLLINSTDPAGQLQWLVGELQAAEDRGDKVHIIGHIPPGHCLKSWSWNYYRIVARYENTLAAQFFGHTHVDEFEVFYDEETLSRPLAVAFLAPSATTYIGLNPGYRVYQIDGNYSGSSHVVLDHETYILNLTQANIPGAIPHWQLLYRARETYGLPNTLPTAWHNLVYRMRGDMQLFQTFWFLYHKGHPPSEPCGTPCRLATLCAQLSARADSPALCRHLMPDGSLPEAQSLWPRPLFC
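Human placenta-derived ASM enzyme was preincubated with compound for 10 minutes at room temperature, then given fluorogenic substrate HMU-PC0 (9 uM final) for 60 minutes at 37 °C; a pH 10 stop preceded fluorescence reading at Ex 386/Em 447 nm.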
AT treatment – potential ataxia-telangiectasia treatments restoring KAP-1 phosphorylation | Potency, µM (titrated, usually from 57.5 µM), without a hit: at the top dose activation, most hits filed as activators | hit rate 0.19% among 320,000 | AID 485349 | […] A-T fibroblasts, KAP-1 phosphorylation AlphaLISA; neocarzinostatin DNA damage 30 min before lysis; note: potency is the fitted concentration of half-maximal effect; % of control where 0% means no effect; nearly all actives have a fitted effect of over 45% in size
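ATM-like activity read as KAP-1 phosphorylation via AlphaLISA donor/acceptor antibody pairs after lysis and 6 hr at 25C. Cells were ATM-null patient fibroblasts ([…], hTERT), dosed 60 min, then exposed to the DSB inducer NCS for 30 min.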
MBNL1-CUG inh – blocks human MBNL1 binding to CUG repeat RNA. Q9NR56. TR-FRET MBNL1-His/biotin-(CUG)12 binding, 665/545 ratio. Potency, µM (series often up to 57.5 µM), for the others: at the top dose activity change, negative = inhibition, usual class: inhibitors. hit rate 0.036% among 280,000. AID 2675; active = well fitted inhibition curve with a large enough effect in the signal ratio, with a control signal flat, not every such curve was filed as active; inconclusive = small, poorly fitted or top-dose-only effect, or effect the other way, or a change in a side signal; inactive = no such curve, though single readings can be large or run the other way; the % refers to the signal ratio; note: potency is the fitted concentration of half-maximal effect; % is set by controls: 0 for no effect and ±100 for the full control effect
Target sequence (Q9NR56 whole entry, looked up): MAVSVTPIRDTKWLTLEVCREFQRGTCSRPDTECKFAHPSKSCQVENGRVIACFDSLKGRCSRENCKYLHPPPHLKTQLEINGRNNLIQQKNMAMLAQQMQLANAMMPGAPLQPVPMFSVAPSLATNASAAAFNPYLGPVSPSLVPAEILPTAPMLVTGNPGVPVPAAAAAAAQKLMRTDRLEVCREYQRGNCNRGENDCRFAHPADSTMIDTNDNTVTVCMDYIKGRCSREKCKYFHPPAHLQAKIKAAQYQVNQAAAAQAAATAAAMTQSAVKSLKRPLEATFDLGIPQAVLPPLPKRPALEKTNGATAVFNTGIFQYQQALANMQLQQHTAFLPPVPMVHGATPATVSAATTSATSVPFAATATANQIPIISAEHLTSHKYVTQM
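MBNL1-His + Biotin-(CUG)12, cpd titration 92 nM–58 uM; Tb anti-His Ab 0.055 ng/ul, SA-XL665 5 nM (final); 60 min RT; ratiometric 665/545 nm, Ex 340 nm; normalized to buffer and full-complex controls.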
An asterisk follows results filed as active; i = inactive; u = inconclusive; x = no result given; & = joins results of further samples; [ ] = another dose, or the depositor's remark. Unless noted, calls come from the whole dose curve; as a rule, active = well fitted curve in the direction sought with a large enough effect; inconclusive = small, poorly fitted or top-dose-only effect, or another doubt; inactive = no such curve, though single readings can be large; an effect the other way counts as inactive or inconclusive.

item	canonical_smiles	TRPV1 agonist	KCNH2 3.1 inh	KCNH2 WT inh	Integrin act MD	GALK inhibitor	CXXC DNA block	Coupling enz	S-ASM inh	AT treatment	MBNL1-CUG inh
1	CC(=O)c1cccc(Nc2c3c(nc4ccccc24)CCC3)c1	3	-19	-3	-10%	x	3%	0	-1%	37%	-6%
2	CC(C)(C)c1cc(C(=O)NCCCn2ccnc2)cc(C(C)(C)C)c1	u	-13	8	-2%	-2%	0%	2	-3%	8%	-10%
3	CCCCOC(=O)/C(=C/C=C/c1ccccc1)NC(=O)c1ccccc1	u	-11	-1	-9%	-1%	-2%	-1	-3%	-1%	u
4	COc1ccc2[nH]c3c(=O)n(Cc4ccc(C(=O)NCC5CCCO5)cc4)c(=S)[nH]c3c2c1 (stereo not given)	1	-7	6	2%	3%	3%	-1	3%	6%	14%
5	Cc1cccc(NC(=O)C2COc3ccccc3O2)n1 (stereo not given)	16	19	-5	0%	-1%	4%	4	4%	40%	-2%
6	Cc1ccc(S(=O)(=O)N2CCN(c3ccccc3)CC2)c(C)c1	0	-8	-5	18%	3%	2%	-3	-5%	18%	-5%
7	Cc1ccc(OCC(=O)Oc2ccc(C(C)C)cc2)cc1	-3	-10	16	-6%	-3%	-7%	0	4%	-1%	2%
8	N#Cc1cccc(NC(=O)C2CCCN(C(=O)c3ccc(Cl)cc3)C2)c1 (stereo not given)	12	-10	-2	2%	x	x	x	-2%	9%	x
9	Cc1ccc(S(=O)(=O)NCCCCC(NC(=O)OC(C)(C)C)C(=O)O)cc1 (stereo not given) (tested in a mixture with another compound)	0	-2	-4	4%	0%	-2%	0	1%	5%	-14%
10	O=C(CN1C(=O)NC(c2ccccc2)(c2ccccc2)C1=O)NC1CCCC1	1	14	1	-32%	x	x	x	-1%	3%	x

(more compounds)
item	canonical_smiles	TRPV1 agonist	KCNH2 3.1 inh	KCNH2 WT inh	Integrin act MD	GALK inhibitor	CXXC DNA block	Coupling enz	S-ASM inh	AT treatment	MBNL1-CUG inh
11	NS(=O)(=O)c1ccc(CCNC(=O)COC(=O)CCSc2ccc(Cl)cc2)cc1	1	-11	2	33%	1%	57%[activator]	3	1%	x	16%
12	COC(=O)c1cnc2c(c1C(=O)OC)c(=O)n(C)c(=O)n2C	2	31	3	6%	2%	-2%	7	3%	4%	1%
13	Cc1cccc(OCC(=O)NNC(=O)Nc2cccc(Cl)c2)c1C	28	-16	-3	12%	0%	17%	4	1%	5%	-3%
14	C/C(=N\NC(=O)c1nnn(-c2nonc2N)c1CSc1ccc(C)cc1)c1ccco1	2	10	-16	-36%	-5%	-5%	1	-1%	2%	5%
15	CCSc1cc(N2CCCC2)nc(-c2ccc(F)cc2)n1	3	-26	-3	-9%	-1%	-4%	0	-4%	0%	8%
16	Cc1ccc(S(=O)(=O)N(C)C)cc1NC(=O)COC(=O)C1(c2ccccc2)CC1	-2	-1	-1	0%	x	x	x	-3%	2%	x
17	O=C(Cc1c(Cl)cccc1Cl)NC1CC1	-1	20	-5	-12%	-1%	u	-3	1%	0%	-7%
18	COC(=O)c1nc2ccccn2c1F	-2	-8	0	-8%	-1%	-2%	0	1%	15%	7%
19	CCn1cc(/C=C/C(=O)Nc2ccn(Cc3c(F)c(F)c(F)c(F)c3F)n2)cn1	3	3	-5	-8%	x	0%	1	-2%	-1%	6%[11.5 µM]
20	Cc1csc(NC(=O)c2ccc(S(=O)(=O)N3CCCC3)cc2)n1	7	-1	-4	3%	1%	-1%	3	1%	10%	4%

(list continues)
item	canonical_smiles	TRPV1 agonist	KCNH2 3.1 inh	KCNH2 WT inh	Integrin act MD	GALK inhibitor	CXXC DNA block	Coupling enz	S-ASM inh	AT treatment	MBNL1-CUG inh
21	O=S(=O)(NCc1ccccc1)c1ccccc1Br	0	5	-2	-19%	0%	6%	-2&-6	-2%	19%	-7%
22	COCC(C)n1c(C)cc(C(=O)COC(=O)CNC(=O)c2ccccc2)c1C (stereo not given)	2	10	x	-50%[inhibitor]	1%	1%	0	3%	-6%	6%
23	CC1(c2ccccc2Cl)NC(=O)N(CC(=O)c2ccc3c(c2)OCO3)C1=O (stereo not given)	-1	0	1	-27%	x	x	x	0%	-1%	x
24	O=C(COc1ccc(Cl)cc1Cl)c1ccc[nH]1	6	9	29	-17%	-3%	-3%	-2	2%	7%	x
25	CCC(=O)Nc1ccc2c(c1)nc(CN1CCN(C(C)=O)CC1)n2C	-8	1	-4	22%	0%	-9%	-1	0%	x	4%
26	Cc1ccc(S(=O)(=O)NCCC(=O)Oc2ccc3ccc(=O)oc3c2)cc1	-6	-2	3	6%	3%	12%	0	i	11%	0%
27	Cc1cccc(OCc2nnc(NC(=O)c3cccs3)s2)c1	-3	6	-4	-8%	1%	6%	4	1%	-3%	-2%
28	CCNC(=S)N(CCCO)Cc1cc2cc3c(cc2[nH]c1=O)OCCO3	0	25	7	6%	0%	-1%	0	20%	9%	2%
29	CCc1nc(N)c(C#N)c(-c2ccco2)c1C	1	8	-5	-6%	x	16%	-3	43%[activator]	8%	61%[activator]
30	CCN1CCN(c2c(Cl)cccc2NC(=O)c2ccc([N+](=O)[O-])cc2)CC1	5	-11	x	2%	0%	0%	-1	-2%	2%	u

Next part.
item	canonical_smiles	TRPV1 agonist	KCNH2 3.1 inh	KCNH2 WT inh	Integrin act MD	GALK inhibitor	CXXC DNA block	Coupling enz	S-ASM inh	AT treatment	MBNL1-CUG inh
31	NC(=O)c1cc(S(=O)(=O)NC2CCCCC2)co1	3	9	4	16%	-1%	6%	0	4%	-15%	2%
32	N#Cc1ccc(C(=O)OCC(=O)Nc2cccnc2Cl)cc1	1	-13	5	5%	x	x	x	1%	2%	x
33	CCOCCCNC(=S)NCCc1ccccc1	10	-1	-3	-17%	0%	10%	0	4%	1%	x
34	COc1cccc(C(=O)NC2CC3CCCC(C2)N3CC(=O)Nc2ccccc2)c1 (stereo not given)	-3	-36	35	-14%	-3%	-3%	-36*	8%	6%	-7%
35	c1cncc(-c2nnc3sc(-c4ccco4)nn23)c1	-2	-43	25	9%	1%	-16%	0	-4%	1%	2%
36	CC(C)c1ccc(N(CC(=O)NCc2ccc(F)cc2)C(=O)c2snc(C(N)=O)c2N)cc1	-2	-5	1	-12%	-4%	4%	0	x	-10%	30%
37	Cc1ccnc(NC(=O)CCC(=O)N(CC(=O)NCC2CCCO2)Cc2ccc(F)cc2)c1 (stereo not given)	2	5	6	0%	0%	3%	-1	1%	4%	-13%
38	CCOC(=O)c1c(C)cc(=O)oc1C	2	-3	-7	-3%	1%	11%	1	1%	-3%	-5%
39	CCCCn1nnnc1SCC(=O)NCc1ccccc1	-3	5	-1	-21%	4%	-3%	5	0%	x	11%
40	Cc1nn2c(N3CCN(CCO)CC3)c3c(nc2c1-c1ccccc1)CCCC3	u	-94*	2	-59%[inhibitor]	-1%	2%	2	15%	10%	2%

Additional entries.
item	canonical_smiles	TRPV1 agonist	KCNH2 3.1 inh	KCNH2 WT inh	Integrin act MD	GALK inhibitor	CXXC DNA block	Coupling enz	S-ASM inh	AT treatment	MBNL1-CUG inh
41	O=C(CCCn1c(=O)[nH]c2cc(Cl)ccc2c1=O)NCCN1CCN(c2ccccc2)CC1	13	-3	27	-25%	-3%	-5%	3	1%	1%	-5%
42	CC/C(=N\NC(=O)c1c(-c2ccccc2)noc1C)c1ccc(C)o1	-3	-7	1	-6%	2%	4%	3	2%	x	-2%
43	CCOc1ccc(N2C(=O)CC(N3CCC(O)(c4ccc(Br)cc4)CC3)C2=O)cc1 (stereo not given)	5	-15	-4	-2%	0%	-2%	3	-1%	x	0%
44	COC(=O)c1cc(C)ccc1OCc1ccc([N+](=O)[O-])cc1	-2	-2	7	0%	x	-2%	-2	-5%	9%	-2%
45	CCN(CC)C(=O)c1c(-c2ccccc2)oc2ccc(O)cc12	-6	0	-1	-12%	6%	-2%	1	3%	-3%	4%
46	O=S(=O)(c1ccc2ccccc2c1)N1CCN(c2ccc(O)cc2)CC1	x	-3	-23	-54%	x	x	x	-12%	-7%	x
47	Cc1nn(Cc2noc(C(=O)NCC3CCCO3)n2)c(C)c1Br (stereo not given)	8	2	1	-12%	u	4%	x	2%	0%	3%
48	CC(C)NC(=O)c1ccccc1NC(=O)/C=C/c1ccc([N+](=O)[O-])cc1	2	-3	9	-6%	0%	u	-1	2%	3%	9%

High-throughput results deposited in PubChem BioAssay by National Center for Advancing Translational Sciences (NCATS).
